Furin inh = human furin inhibition; inhibition, % at 30 µM; purified furin, fluorogenic substrate cleavage; 220,000 tested, 0.061% active; AID 463115; P09958; in the data active means inhibition above about 25%; further: inactives centre near -15
TRPML3 ag = activates the human TRPML3 channel | HEK293 TRPML3-YFP, Fluo-8 calcium fluorescence; 100% = the carbachol control signal | Q8TDD5 | activation, % at 3 µM | AID 1448 | 220,000 tested, 0.29% active;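 active means activation above its plate's cutoff, the mean activation of the plate's test wells plus 3 SD, cut at about 12% in these data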;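 further: 0% = DMSO only wells and 100% = carbachol wells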
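Test system – HEK293 line with stable expression of human TRPML3-YFP channel · Control set – carbachol 87 µM final as high control (100%), DMSO as low control (0%) · Signal – Fluo-8 calcium dye fluorescence, ex 470-495, em 515-575 nm · Incubation – 1-h 37 °C dye load, 5-s basal, 120-s post-compound reads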
Cl transport mod = modulates chloride dependent transport by human KCC2. Q9H2X9. KCC2 cells, thallium flux FluoZin-2 fluorescence. B-score of Tl+ flux slope (higher = more flux/activation; lower = inhibition) at 10 µM. 190,000 tested, 2.2% active. AID 1456;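 active means thallium flux slope and its plate-corrected score both differing from the plate sample mean at a set confidence after two filtering rounds, in either direction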;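 further: slope of fluorescence scaled to starting intensity during 10 to 20 s after thallium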
Target sequence (Q9H2X9 whole entry, looked up): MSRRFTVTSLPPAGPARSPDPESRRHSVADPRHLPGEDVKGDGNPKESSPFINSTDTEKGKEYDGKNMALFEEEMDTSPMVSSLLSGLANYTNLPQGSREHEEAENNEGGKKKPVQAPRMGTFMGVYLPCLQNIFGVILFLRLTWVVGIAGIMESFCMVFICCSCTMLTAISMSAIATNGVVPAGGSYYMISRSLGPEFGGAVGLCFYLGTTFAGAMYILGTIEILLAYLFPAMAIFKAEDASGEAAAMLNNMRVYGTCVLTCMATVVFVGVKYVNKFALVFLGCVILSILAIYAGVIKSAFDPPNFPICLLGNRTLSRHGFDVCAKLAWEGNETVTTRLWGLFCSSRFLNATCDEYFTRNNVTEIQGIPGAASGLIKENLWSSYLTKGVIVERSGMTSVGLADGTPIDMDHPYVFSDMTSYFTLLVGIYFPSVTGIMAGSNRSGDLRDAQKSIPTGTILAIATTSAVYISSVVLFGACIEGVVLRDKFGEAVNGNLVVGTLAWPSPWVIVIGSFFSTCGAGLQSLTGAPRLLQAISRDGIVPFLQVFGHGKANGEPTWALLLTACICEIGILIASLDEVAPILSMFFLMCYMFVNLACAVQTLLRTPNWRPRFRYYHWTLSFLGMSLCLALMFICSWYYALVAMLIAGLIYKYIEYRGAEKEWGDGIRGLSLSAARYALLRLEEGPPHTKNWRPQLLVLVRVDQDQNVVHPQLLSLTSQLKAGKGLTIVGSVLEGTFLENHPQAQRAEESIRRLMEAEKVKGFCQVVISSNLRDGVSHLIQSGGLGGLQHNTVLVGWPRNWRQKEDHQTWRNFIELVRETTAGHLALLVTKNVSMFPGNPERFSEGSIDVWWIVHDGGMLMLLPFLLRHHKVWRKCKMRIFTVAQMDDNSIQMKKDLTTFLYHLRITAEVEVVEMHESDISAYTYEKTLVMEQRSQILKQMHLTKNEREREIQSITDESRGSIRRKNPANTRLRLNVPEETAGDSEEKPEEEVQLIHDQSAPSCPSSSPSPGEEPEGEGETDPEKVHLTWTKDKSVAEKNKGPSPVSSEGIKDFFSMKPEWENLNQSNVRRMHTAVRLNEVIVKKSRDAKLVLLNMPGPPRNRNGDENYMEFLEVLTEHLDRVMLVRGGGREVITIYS
Calpain2 inh = calpain II (pig) inhibition; inhibition, % at 16 µM; 220,000 tested, 0.37% active; purified calpain II, fluorogenic peptide substrate, 30 min;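 active means inhibition above about 50%, limit read from the data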
zfTRPN1 agonist = activates the zebrafish TRPN1 channel; HEK293 zebrafish TRPN1-YFP, Fluo-8 calcium fluorescence; 100% = response to 87 µM carbachol; activation, % at 3 µM; 220,000 tested, 0.18% active; AID 1424;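 active means activation above its plate's cutoff, the mean activation of test wells on that plate plus 3 SD, cut at about 19% in these data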;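 further: 0% = DMSO alone and 100% = 87 µM carbachol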
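Material – zebrafish TRPN1-YFP in HEK293 cells · Doses – 3 µM single point · Schedule – dye 1 h 37 °C plus 30 min RT · Signal – Fluo-8 calcium fluorescence, excitation 470-495 nm, emission 515-575 nm · Read-out – % activation versus carbachol response · Control set – carbachol high, DMSO low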
EBV gp42 block = inhibitors of Epstein-Barr virus glycoprotein 42. AID 1085. Fluorescence polarization binding assay, mP read-out. inhibition, % (tested at 21.74 µM). 220,000 tested, 0.42% active. Q1HVG2; in the data active means inhibition above about 50%
Tb hexokinase = T. brucei hexokinase 1 inhibition. inhibition, % at 10 µM. 220,000 tested, 0.11% active. recombinant TbHK1, G6PDH-coupled NADH A340;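 active means inhibition of 50% or more in the single-dose primary screen; inactive means inhibition below 50%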
Thrombin inh = inhibitors of human thrombin | P00734 | alpha-thrombin, Boc-VPR-AMC fluorogenic substrate cleavage | inhibition, % at 5 µM | 220,000 tested, 0.26% active;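 active means inhibition at or above 40%; inactive means inhibition below 40%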;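 further: 0% = enzyme with no compound and 100% = wells without enzyme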
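Material: human alpha-thrombin protein; Also added: Boc-VPR-AMC substrate, 15 µM final; Timing: enzyme reaction carried out at room temperature; Signal: fluorescence, ex 355 nm, em 460 nm; Measure: % inhibition of thrombin; Controls: enzyme without compound as high, wells lacking enzyme as low.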
PPC-1+TRAIL kill = kills PPC-1 cancer cells in the presence of TRAIL | PPC-1 cells + TRAIL, ATPLite viability luminescence | cell killing (% activity), % at 4 µM | 220,000 tested, 0.41% active;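 active means cell killing above 50% in the first pass at 4 µM, then a duplicate retest at 5 µM averaging 50% or more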;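 further: plate controls were cells with TRAIL plus DMSO for no effect and medium-only wells lacking cells for full effect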
The depositor's hits bear a star; · = no result given; [ ] = remark or other dose.

Compound | Furin inh | TRPML3 ag | Cl transport mod | Calpain2 inh | zfTRPN1 agonist | EBV gp42 block | Tb hexokinase | Thrombin inh | PPC-1+TRAIL kill
COC(=O)COc1ccc(S(=O)(=O)N2CCOCC2)cc1C | 16[20 µM] | -0.1 | 0.64 | -10 | -0.4 | -10 | -6 | 0 | 9
CSc1nc(N)n2nc(-c3ccc(Cl)cc3)cc2n1 | -15 | -0.1 | -0.21 | -2 | -0.4 | -20 | -3 | 2 | 19
CCOC(=O)c1cnn(-c2nc(SC)nc3sc4c(c23)CCC4)c1N | -19[20 µM] | 0.4 | -1 | -7 | -1.1 | 6 | 4 | 17 | 25
CCN(CC)CCn1c(N)c(S(=O)(=O)c2ccccc2)c2nc3ccccc3nc21 | -62 | 0.1 | -0.62 | -315 | 1.3 | 13 | -24 | 14 | 8
Cc1ccc(-c2[nH]c(=S)[nH]c(=O)c2C#N)cc1 | -21 | 0.7 | 0.4 | 7 | 1.8 | -13 | -35 | -5 | 0
CSc1cccc(NC(=O)C2CCN(S(=O)(=O)c3ccc(F)cc3)CC2)c1 | -15[20 µM] | -0.6 | · | 21 | 0.8 | -19 | 7 | -2 | 16
O=C(NCc1nc2ccccc2[nH]1)C1=C[C@H](c2ccc3c(c2)OCO3)C[C@H](OCc2ccc(CO)cc2)O1 | -23 | -0.7 | 1.2 | -4 | -2.5 | 2 | -4 | -5 | 3
Cc1ccc(OCC(=O)Nc2ccccc2Sc2ccccc2)c([N+](=O)[O-])n1 | -14 | 0.3 | -1.4 | 25 | 0.0 | -8 | 8 | -2 | -14
O=C(NC(NC(=S)Nc1c(Cl)cccc1Cl)C(Cl)(Cl)Cl)c1cccc([N+](=O)[O-])c1 (stereo not drawn) | -27 | 0.6 | 0.84 | -7 | 0.0 | -10 | -8 | -3 | 7
Cc1ccc(-n2c(N)c(C#N)c(-c3ccccc3)c(C#N)c2=O)cc1 | -10[20 µM] | 0.8 | 0.38 | -12 | 0.1 | -9 | -19 | 4 | -11
CCn1c(COc2ccccc2)nnc1SCC(=O)CC(=O)Nc1ccccc1OC | -6 | -0.8 | -0.39 | -74 | -1.5 | -17 | -4 | 1 | -6
CCOc1ccc(-c2nc(N)ncc2-c2ccccc2)c(O)c1 | -23[20 µM] | -0.9 | · | -18 | -2.2 | 9 | -10 | 1 | -6
Cc1occc1-c1nnc(SCCNCCO)o1 | -28 | 0.0 | 0.73 | 1 | -0.6 | -14 | -13 | -2 | -15
O=C(CC1OC(=O)c2ccccc21)c1ccco1 (stereo not drawn) | -4 | 0.3 | · | -49 | -0.2 | -6 | -58 | 0 | 9
COc1ccc(NC(=O)COC(=O)c2cc(OC)c(OC)cc2NC(=O)c2ccco2)cc1OC | -22[20 µM] | 1.0 | -0.08 | -279 | 0.2 | -31 | -37 | 10 | -3
Cc1noc(C)c1S(=O)(=O)N1CCCC(C(=O)c2cccc(OC(C)C)c2)C1 (stereo not drawn) | -13 | 0.3 | 0.51 | 0 | 0.3 | 5 | -3 | 6 | 11
C/C(=N\NC(=S)NCc1ccccc1)c1cccc(Br)c1 | -23 | 0.4 | 4.8* | 22 | -0.5 | -12 | 0 | -1 | -6
Cc1cc(C(=O)NN)c(Cl)cc1Cl | -18 | 0.1 | -0.32 | -8 | 0.1 | -14 | -7 | 3 | -19
Cc1c(C(=O)N2CCCCC2)sc(NC(=O)c2ccco2)c1C#N | -7[20 µM] | 1.6 | 1.3 | -1 | 1.2 | -16 | -39 | 1 | 21
C=CCNC(=O)/C(=C/c1ccco1)NC(=O)c1ccc(Br)o1 | -4[20 µM] | 1.1 | -0.0061 | -5 | -0.2 | 6 | -13 | -1 | -3
Nc1nonc1N/N=C\c1ccccc1 | -20 | -0.1 | 0.63 | 12 | 0.1 | -15 | -15 | -4 | 0
COc1ccc(NC(C)C(=O)Nc2ccc(C(C)(C)C)cc2)cc1Cl (stereo not drawn) | -8[20 µM] | 0.8 | 0 | 44 | -0.3 | -10 | -12 | -14 | 16
CC(=O)COc1nc2c(c(-c3ccco3)c1C#N)CCc1ccccc1-2 | -44 | 0.2 | -0.008 | -60 | 0.3 | -5 | -32 | -14 | -14
Cc1ccccc1SC1CCN(Cc2nc(C3CC3)no2)CC1 | -19 | 0.7 | -0.3 | 2 | -1.1 | 2 | -4 | -16 | 10
O=C(CSc1nnc(-c2ccncc2)n1Cc1ccccc1)NC1CCCCC1 | -17 | 0.1 | · | -27 | 1.5 | -8 | -5 | -6 | 8
Cc1cc(NC(=O)C23CCC(C)(c4nc5cc(Cl)c(Cl)cc5nc42)C3(C)C)no1 (stereo not drawn) | -14[20 µM] | 0.0 | -0.81 | · | 0.5 | · | -11 | · | ·
N#C/C(=C(/O)COC(=O)CSc1ccc(Cl)cc1)c1nc2ccccc2[nH]1 | -14 | 1.2 | 0.22 | -12 | 0.2 | -32 | -9 | 0 | -1
Clc1cccc(-c2nc(-c3ccccn3)no2)c1 | -7[20 µM] | -0.5 | -0.58 | -3 | -0.3 | -7 | -7 | 0 | 70*[5 µM]
Cn1c(SCCN2CCCCC2)nnc1-c1ccccc1Br | -20[20 µM] | 0.6 | -0.22 | 10 | 0.7 | 0 | -9 | -3 | 2
C/C(=N\NC(=O)c1ccc(CSc2nc(C)cc(C)n2)cc1)C1CCCCC1 | -12 | -0.1 | 0.33 | 2 | -0.7 | 9 | -2 | -7 | 13
CCOc1cc(-c2cc(-c3ccc(C)cc3)nc(N)c2C#N)ccc1O | -17[20 µM] | 0.7 | · | -5 | 1.0 | 7 | -14 | 2 | 6
C1CCN(c2nc(N3CCCC3)nc(N3CCNCC3)n2)C1 | -21 | 1.4 | -0.18 | -8 | 1.0 | -12 | 2 | -7 | 4
O=C1Nc2cc(S(=O)(=O)N3CCCC3)ccc2N2CCCC12 (stereo not drawn) | -5[20 µM] | 0.2 | · | -62 | 0.1 | -25 | 0 | 4 | 8
Cc1cccc2cc(C#N)c(SCC(=O)NNC(=O)Cc3ccccc3)nc12 | -19[20 µM] | 0.5 | 0.52 | 10 | 1.2 | -13 | 11 | 2 | -17
O=C(O)c1cccc(NS(=O)(=O)c2ccc(C3CCCCC3)cc2)c1 | -20 | 0.2 | -0.57 | 9 | -0.7 | -17 | -8 | -1 | 20
CCN(CC)NC(=O)Nc1ccccc1 | -27 | 0.9 | 0.23 | -36 | 2.9 | -6 | -5 | -16 | 19
CCCN(CCC)CCNc1c(N2CCN(C(=O)OCC)CC2)c(=O)c1=O | -24 | 0.8 | 0.18 | -42 | 1.1 | -12 | -1 | -3 | 28
COc1ccc(CN(C(=O)/C=C/c2ccco2)C2CCS(=O)(=O)C2)cc1 (stereo not drawn) | -21 | 1.0 | -0.041 | -1 | 0.3 | -5 | -20 | -2 | -1
CCOC(=O)C1CCCN(C(=O)c2ccc3c(c2)NC(=O)C(N2CCOCC2)S3)C1 (stereo not drawn) | -23 | 2.8 | · | -5 | 0.8 | -15 | -2 | -4 | 24
CNc1oc(-c2ccc(OCc3ccccc3)cc2)nc1C#N | -14 | -0.3 | · | -34 | 0.5 | -13 | 1 | -2 | 22
O=C(COC(=O)C1CC1)Nc1ccc2[nH]c(=O)[nH]c2c1 | -13 | 0.6 | -0.17 | -13 | 1.0 | -9 | 5 | -2 | -3
C#CCn1cnc2c(cnn2-c2ccc(C)c(C)c2)c1=O | -10 | -0.4 | · | 2 | 0.6 | 0 | -7 | -2 | 13
O=C(O)C(Cc1cc2ccccc2[nH]1)N1C(=O)C2CC=C(Cl)CC2C1=O (stereo not drawn) | -29[20 µM] | 0.1 | 1.6 | -18 | -0.5 | -13 | 5 | 3 | 6
Cc1ccc([N+](=O)[O-])cc1NC(=O)Cc1cccs1 | -10 | 0.9 | 1.9 | -12 | 0.9 | 36 | 7 | -14 | 10
CCOC(=O)C1=C(C)N=C2c3ccccc3C(=O)C2C1c1ccccc1 (stereo not drawn) | 0[20 µM] | -1.4 | 0.49 | -13 | -0.6 | -2 | -14 | -3 | 24
COc1cc2cc(CN(CCCN3CCOCC3)C(=O)Nc3ccccc3F)c(=O)[nH]c2cc1OC | -19 | 0.8 | -0.097 | -111 | 1.5 | -6 | -26 | -8 | 4
COc1ccc(C(CNC(=O)c2ccc(-n3cnnn3)cc2)N2CCOCC2)cc1 (stereo not drawn) | -18 | 0.6 | · | -22 | 1.3 | -2 | 3 | 4 | 14
COc1ccccc1NC(=O)Cc1noc(CSc2nnc(C(F)(F)F)n2C)n1 | -4 | 0.3 | 0.2 | -32 | 0.3 | -8 | 9 | 9 | 10
CCC(C)(C)NC(=O)COc1ccc(C(=O)c2ccccc2)cc1 | -22 | 3.6 | -0.78 | 18 | 7.2 | -10 | -2 | · | 13
Nc1nc(N2CCOCC2)n[nH]1 | -10 | 0.9 | · | 17 | 2.4 | -14 | 19 | 2 | 11
CCOc1ccccc1NC(=S)N(CCC(C)C)C1CCN(C(C)=O)CC1 | -21 | 0.4 | -0.81 | 24 | 0.1 | 3 | 5 | -6 | 2
O=C(O)c1cn(C2CCCCC2)c2ccccc2c1=O | -25 | 0.6 | 0.64 | 12 | 0.7 | -11 | -9 | -3 | 3
Brc1ccc(-c2nnc3sc(CN4CCN(c5ccccc5)CC4)cn23)cc1 | -25 | 0.5 | -0.12 | -14 | 2.1 | -17 | -4 | -3 | -3
COc1ccc2nc(N)sc2c1 | -14[20 µM] | 1.1 | 1.1 | 1 | 1.0 | -17 | -1 | -1 | 22
COc1ccc(O[C@H]2C=C[C@@H](c3ccccc3)O[C@@H]2COC(=O)CC/C(C)=N/O[C@@H](C)CN2CCCCc3nc(C)c(C)cc32)cc1 | -12 | 0.9 | 0.029 | -7 | -0.7 | -16 | 2 | 2 | 9
O=C(NCc1ccncc1)C(=O)N/N=C/c1ccc(OCc2ccccc2)cc1 | -9 | 0.6 | -0.6 | -3 | -1.1 | -9 | -1 | -10 | 10
O=C(Cn1cnc2ccccc21)Nc1cccc([N+](=O)[O-])c1 | -27 | 1.0 | 0.19 | 6 | 2.2 | -11 | 0 | -4 | 29
COC(=O)CSCC(=O)Nc1nnc(-c2cccc(C)c2)s1 | -19 | 1.1 | 0.41 | -10 | 0.7 | -11 | -10 | -8 | -2

A draw from above in order of molecular weight, ascending:
Compound | Furin inh | TRPML3 ag | Cl transport mod | Calpain2 inh | zfTRPN1 agonist | EBV gp42 block | Tb hexokinase | Thrombin inh | PPC-1+TRAIL kill
C#CCn1cnc2c(cnn2-c2ccc(C)c(C)c2)c1=O | -10 | -0.4 | · | 2 | 0.6 | 0 | -7 | -2 | 13
CCC(C)(C)NC(=O)COc1ccc(C(=O)c2ccccc2)cc1 | -22 | 3.6 | -0.78 | 18 | 7.2 | -10 | -2 | · | 13
COc1ccc(C(CNC(=O)c2ccc(-n3cnnn3)cc2)N2CCOCC2)cc1 (stereo not drawn) | -18 | 0.6 | · | -22 | 1.3 | -2 | 3 | 4 | 14
COc1ccccc1NC(=O)Cc1noc(CSc2nnc(C(F)(F)F)n2C)n1 | -4 | 0.3 | 0.2 | -32 | 0.3 | -8 | 9 | 9 | 10
COc1cc2cc(CN(CCCN3CCOCC3)C(=O)Nc3ccccc3F)c(=O)[nH]c2cc1OC | -19 | 0.8 | -0.097 | -111 | 1.5 | -6 | -26 | -8 | 4
